Assay outcomes as filed in PubChem BioAssay.
Pemphigus Ab inh – inhibitors of pemphigus antibody binding to human desmoglein-3; DSG3-coupled beads, scFv-anti-DSG3-GFP binding, flow cytometry; stronger effect = lower value; binding (percent of control), % at 10 µM; 310,000 compounds, 0.48% hits; AID 588358;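 active = binding more than 3 SD below its plate's average and above zero; inconclusive = below that plate limit but binding exactly zero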; also: some compounds called inactive have numbers as strong as hits
Target sequence (P32926 whole entry, looked up): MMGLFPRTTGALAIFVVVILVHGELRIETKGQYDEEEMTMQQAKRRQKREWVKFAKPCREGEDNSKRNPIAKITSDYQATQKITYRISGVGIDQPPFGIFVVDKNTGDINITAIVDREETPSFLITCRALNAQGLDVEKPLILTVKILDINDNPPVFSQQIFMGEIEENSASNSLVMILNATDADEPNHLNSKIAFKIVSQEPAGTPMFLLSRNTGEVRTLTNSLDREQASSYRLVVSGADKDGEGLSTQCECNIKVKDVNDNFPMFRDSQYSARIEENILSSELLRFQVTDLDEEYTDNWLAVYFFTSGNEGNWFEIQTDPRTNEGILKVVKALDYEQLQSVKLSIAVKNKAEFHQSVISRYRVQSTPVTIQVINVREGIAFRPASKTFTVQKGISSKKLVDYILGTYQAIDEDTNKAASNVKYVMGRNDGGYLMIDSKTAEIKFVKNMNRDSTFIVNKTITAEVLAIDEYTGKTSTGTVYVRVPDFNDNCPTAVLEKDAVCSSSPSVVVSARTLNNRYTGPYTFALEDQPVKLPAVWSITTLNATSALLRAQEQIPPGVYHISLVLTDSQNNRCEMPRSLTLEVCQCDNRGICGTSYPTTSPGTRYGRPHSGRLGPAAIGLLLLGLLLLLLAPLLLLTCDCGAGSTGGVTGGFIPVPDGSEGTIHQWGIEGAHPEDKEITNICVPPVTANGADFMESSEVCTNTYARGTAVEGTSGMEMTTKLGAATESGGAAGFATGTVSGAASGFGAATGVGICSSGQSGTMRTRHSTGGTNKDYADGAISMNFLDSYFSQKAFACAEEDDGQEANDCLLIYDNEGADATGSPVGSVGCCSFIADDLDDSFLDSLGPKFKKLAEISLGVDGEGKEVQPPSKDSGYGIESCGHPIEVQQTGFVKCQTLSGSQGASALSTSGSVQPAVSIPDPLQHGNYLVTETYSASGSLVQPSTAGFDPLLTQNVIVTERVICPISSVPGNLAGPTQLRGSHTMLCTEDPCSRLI
CDK5 p35 inh – blocks human CDK5/p35 kinase activity | Q00535+Q15078 | Recombinant CDK5/p35, ADP-Glo luminescence, 60 min | inhibition, % at 10 µM | 330,000 compounds, 0.01% hits | AID 488839;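 active = highest replicate inhibition of at least 50% and at least 75% of replicates reaching 50%; inconclusive = only one of the two criteria met; inactive = both criteria failed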;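 also: plate controls were DMSO neutral control for no effect and GW8510 at 10 µM for full effect; many of its hits are not listed in these tables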
PKA-R2B activ – activates the human PKA-R2B holoenzyme complex; P22694+P31323; PKA-R2B holoenzyme dissociation, Cy5-IP20 fluorescence polarization; R2B truncated from residue 108, S112A mutant; 0% DMSO only, 100% 113 µM cGMP; activation, % at 11.4 µM; 340,000 compounds, 0.079% hits; AID 504700;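 active = activation above a cutoff set at the mean over all compounds plus 3 SD, cut at about 18% in these data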;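 also: higher means more holoenzyme dissociation and a rise in polarization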
Arrestin-AP2 inh – inhibitors of human beta-arrestin and AP2 interaction; FITC-arrestin peptide / GST-AP2 beads, flow cytometry; AP2 beta2 appendage carries R879A mutation; inhibition, % at 10 µM; 340,000 compounds, 0.31% hits;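 active = inhibition above a set limit, near 3 SD of compounds lacking own fluorescence, cut at about 54% in these data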;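 also: plate controls were DMSO wells for no effect and 5 µM unlabelled arrestin peptide for full effect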
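Material – GST-tagged AP2 beta2-adaptin appendage (R879A) on 4 µm glutathione beads · Probe or stimulus – fluorescein-tagged arrestin peptide at 50 nM final · Timing – 12 min plus 1 h, RT · Detection – bead flow cytometry, FITC channel · Read-out basis – inhibition as reduced fluorescein signal on beads, percent · Medium – PBS plus Tween 20 (0.05%) and BSA (0.1%)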
SUMO Mot1 rescue – SUMOylation pathway inhibition by Mot1-301 growth rescue; S. cerevisiae Mot1-301 growth rescue, ATP luminescence, 38.5C; percent above DMSO median, 100 means doubled; growth rescue, % at 18.8 µM; 320,000 compounds, 1% hits; AID 2716;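 active = every valid replicate shows activation above 250% relative to neutral control wells; inactive = the rest, any valid replicate at or below 250%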;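 also: OY570 slx delta 5 strain wells were the positive control but not used for scaling; some compounds called inactive have numbers as strong as hits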
MITF act – increases MITF-driven TRPM1 promoter luciferase signal; activation, % at 12.5 µM; 300,000 compounds, 0.75% hits; SK-MEL-5 TRPM1-promoter luciferase, 24 h; % of positive control, neutral wells = 0;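 active = mean activation of at least 80% with every replicate also reaching 80%; inconclusive = mean reaches 80% but some replicate falls short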;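 also: 0% = neutral control wells and 100% = parthenolide positive control wells; values of inactives mirror those of a sister screen read the other way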
PKA-R1A activ – activators of PKA-R1A complex; 340,000 compounds, 0.083% hits; activation, % at 11.4 µM; PKA-R1A dissociation, Cy5-IP20 fluorescence polarization; scaled: DMSO 0%, 113 µM cGMP 100%; P00514+P68181;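 active = percent activation above the mean of all tested compounds plus 3 SD, cut at about 19% in these data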;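 also: higher means more PKAc released from R1A so a rise in polarization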
SR-BI DiI-HDL act – enhances SR-BI lipid uptake from DiI-HDL; CHO ldlA[mSR-BI] cells, DiI-HDL uptake fluorescence, 3 h; 100 = double the neutral-control signal; activation, % at 12.5 µM; 320,000 compounds, 0.096% hits;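 active = mean replicate activation of at least 60% and every replicate at or above 60%; inconclusive = mean or all-replicate condition met, but not both; inactive = mean below 60% and not all replicates reaching 60%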;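 also: 0% = median plate neutral-control signal and 100% = twice that signal; values of inactives mirror those of a sister screen read the other way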
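Material: SR-BI-overexpressing, LDLR-lacking CHO cells; schedule: compound exposure 3 h, 37 °C; reagent: DiI-labelled HDL at 10 µg/mL final; technique: bottom-read fluorescence, 550/595 nm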
SR-BI DiI inh – mouse SR-BI HDL lipid transfer inhibition | Q61009 | 320,000 compounds, 0.96% hits | ldlA[mSR-BI] CHO cells, DiI-HDL uptake fluorescence, 3 h | AID 488896 | inhibition, % at 12.5 µM;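 active = mean replicate inhibition of at least 70% and a set share of replicates each scoring 70 or more; inconclusive = meets just one of the two criteria; inactive = fails both criteria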;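 also: 0% = median of neutral control wells and 100% = median of positive control wells; values of inactives mirror those of a sister screen read the other way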
NSD2 inh – NSD2 (human) methyltransferase inhibition | 310,000 compounds, 0.54% hits | O96028 | NSD2 peptide methylation, AlphaScreen, 120 min | inhibition, % at 12.5 µM | AID 743445; in the data active = inhibition above about 50%
dFosB act – mouse delta FosB homodimer activation; P13346; purified delta FosB, TAMRA-CDK5 oligo fluorescence polarization; percent of positive-control signal above neutral wells; activation, % at 25 µM; 340,000 compounds, 0.99% hits; AID 493131;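 active = mean activation above about 17%, with every replicate also reaching it, limit read from the data, passing the limit was not always enough; inconclusive = only one of the two conditions met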;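 also: fluorescence polarization rise as delta FosB binds a TAMRA Cdk5 AP-1 oligo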
* hit, by the source's call; ? = inconclusive; . = not tested or not shown. Compounds were not picked by outcome, and some 4.7% of all compounds hit somewhere here.

SMILES | Pemphigus Ab inh | CDK5 p35 inh | PKA-R2B activ | Arrestin-AP2 inh | SUMO Mot1 rescue | MITF act | PKA-R1A activ | SR-BI DiI-HDL act | SR-BI DiI inh | NSD2 inh | dFosB act
CCn1nc(C(=O)Nc2nc3ccccc3[nH]2)c2ccccc2c1=O | 103 | -3.7 | 1 | -5 | 13 | 11 | 5 | 18 | -18 | 1 | -8
CN(Cc1ccccc1)C(=O)COC(=O)c1ccc2ccccc2n1 | 99 | -0.9 | -9 | -15 | -5 | -12 | -1 | 6 | -6 | 2 | -12
O=C(c1ccco1)n1nc(-c2ccco2)nc1SCc1ccccc1 | 104 | -2.2 | 7 | 2 | . | 37 | -6 | 13 | -13 | -1 | 3
O=C(O)c1cc(C(=O)O)c(-c2ccccc2)c(C(=O)O)c1 | 102 | 0.4 | -2 | 6 | 29 | -3 | 8 | -9 | 9 | -6 | -10
CCN1CCN(C(CNS(=O)(=O)c2ccc(Cl)cc2)c2ccccc2)CC1 (stereo not drawn) | 102 | -1.3 | -9 | 28 | -4 | 13 | -1 | 15 | -15 | 3 | -7
CCc1nc(N2CCC(C)CC2)c2oc3ccccc3c2n1 | 98 | -3.0 | -7 | 1 | -16 | 7 | 1 | 1 | -1 | -5 | -6
COC(=O)C1=C(C)N(Cc2ccccc2)C(=NCc2cc(OC)c(OC)c(OC)c2)N[C@H]1CCc1ccccc1 | 108 | -0.4 | -6 | -11 | 2 | 2 | 0 | -17 | 17 | . | 12
O=C(CNC(=S)N(CCCN1CCOCC1)Cc1cccs1)NCc1ccccc1 | 99 | -0.1 | -4 | -31 | 13 | 5 | -2 | 18 | -18 | -4 | -2
CCc1nnc(NC(=O)c2nc(Cl)ccc2Cl)s1 | 110 | -1.1 | -1 | -16 | -17 | 1 | 6 | 8 | -8 | -1 | 4
CCC1(c2ccccc2)NC(=O)N(CC(=O)Nc2ccc(S(=O)(=O)NC3=NCCCCC3)cc2)C1=O (stereo not drawn) | 103 | 0.4 | 1 | 3 | 9 | -11 | -9 | 4 | -4 | -2 | -3

Next section; the last 6 above are carried over.
SMILES | Pemphigus Ab inh | CDK5 p35 inh | PKA-R2B activ | Arrestin-AP2 inh | SUMO Mot1 rescue | MITF act | PKA-R1A activ | SR-BI DiI-HDL act | SR-BI DiI inh | NSD2 inh | dFosB act
CCN1CCN(C(CNS(=O)(=O)c2ccc(Cl)cc2)c2ccccc2)CC1 (stereo not drawn) | 102 | -1.3 | -9 | 28 | -4 | 13 | -1 | 15 | -15 | 3 | -7
CCc1nc(N2CCC(C)CC2)c2oc3ccccc3c2n1 | 98 | -3.0 | -7 | 1 | -16 | 7 | 1 | 1 | -1 | -5 | -6
COC(=O)C1=C(C)N(Cc2ccccc2)C(=NCc2cc(OC)c(OC)c(OC)c2)N[C@H]1CCc1ccccc1 | 108 | -0.4 | -6 | -11 | 2 | 2 | 0 | -17 | 17 | . | 12
O=C(CNC(=S)N(CCCN1CCOCC1)Cc1cccs1)NCc1ccccc1 | 99 | -0.1 | -4 | -31 | 13 | 5 | -2 | 18 | -18 | -4 | -2
CCc1nnc(NC(=O)c2nc(Cl)ccc2Cl)s1 | 110 | -1.1 | -1 | -16 | -17 | 1 | 6 | 8 | -8 | -1 | 4
CCC1(c2ccccc2)NC(=O)N(CC(=O)Nc2ccc(S(=O)(=O)NC3=NCCCCC3)cc2)C1=O (stereo not drawn) | 103 | 0.4 | 1 | 3 | 9 | -11 | -9 | 4 | -4 | -2 | -3
CC(CP(=O)(O)O)NC(=O)Cc1ccccc1 (stereo not drawn) | 101 | -1.0 | -9 | -7 | 10 | . | 0 | -11 | 11 | -5 | 1
CCC(c1nnnn1C(C)C)N1CCN(C2CCCC2)CC1 (stereo not drawn) | . | -1.5 | 6 | -1 | 91 | -2 | 5 | 16 | -16 | 0 | 2
COc1cc(OC)cc(-c2c(-c3cccs3)c3cc(-c4ccc(OC)cc4F)ccc3n2C)c1 | 97 | 1.0 | 2 | 27 | 18 | -13 | 8 | -42 | 42 | . | 8
CCOc1ccc(C2C(C(=O)Nc3cc(C)on3)c3ccccc3C(=O)N2CCN2CCOCC2)cc1 (stereo not drawn) | 115 | 0.1 | -9 | 4 | 16 | 5 | -2 | 15 | -15 | 0 | -7
O=C(O)C1(Nc2ccccc2)CCCC1 | . | 0.5 | -6 | 33 | . | -2 | -8 | 0 | 0 | -1 | -2
COc1ccc(C(=O)N2CCCc3ccccc32)cc1 | 95 | -0.4 | -8 | 27 | 12 | 12 | -2 | -30 | 30 | -7 | 1
O=C1NN(c2ccccc2)C(=O)/C1=C/c1ccc(Sc2cccc3ccccc23)o1 | . | 0.5 | -8 | 7 | 188 | 11 | -2 | 20 | -20 | 9 | -10
CC(=O)Nc1ccc2c(c1)nc(CCNC(=O)c1ccco1)n2C | 97 | -1.6 | -7 | -12 | -9 | -8 | 3 | 1 | -1 | -8 | 0
O=C1NCCn2ccc(=O)cc21 | 92 | -0.5 | 2 | 6 | 5 | 6 | 7 | . | . | -3 | 2
Cc1cccc(NS(=O)(=O)c2cc3c(cc2C)NC(=O)CO3)c1 | 79 | 0.1 | 14 | 33 | 0 | . | -15 | 4 | -4 | . | 0
CCN(C(=O)CSc1nc(N)cc(=O)[nH]1)C1CCS(=O)(=O)C1 (stereo not drawn) | 102 | -0.2 | -8 | -8 | 5 | -2 | -5 | 4 | -4 | -1 | 4
Cc1cc(C)c(C(N)=O)c(NC(=O)Nc2ccccc2)n1 | 105 | -0.7 | -5 | -3 | -1 | -7 | -13 | -11 | 11 | 0 | -9
COc1ccc(/C=N/Nc2nc(Nc3ccccc3)nc(N3CCCCC3)n2)c(OC)c1 | 123 | -1.8 | -1 | -14 | -6 | 5 | 2 | -89 | 89* | 1 | ?
COc1ccc(CC/C(C)=N\NC(N)=O)cc1 | 104 | 0.7 | -18 | -12 | -1 | 9 | 2 | 33 | -33 | -2 | -8
COc1ccc(F)cc1S(=O)(=O)n1cc(C)nc1-c1ccccc1 | . | 1.2 | 9 | 5 | 2 | 6 | 5 | 19 | -19 | 2 | 0
COc1ccc(C(=O)OCC(=O)NCCN2C(=O)CSC2=O)cc1 | . | 1.1 | -2 | 1 | 12 | -10 | -13 | 5 | -5 | -2 | -3
Cc1ccc(OCCCN(C)C)c(Br)c1 | 99 | -0.3 | -2 | 20 | 0 | 0 | -4 | 24 | -24 | 8 | 10
CCc1noc(C)c1C(=O)Nc1ccc(C)c(S(=O)(=O)N2CCCCCC2)c1 | 103 | -0.9 | -3 | 3 | -17 | -22 | -9 | -47 | 47 | -5 | 1
NC(=O)CSc1nnc(-c2ccoc2)o1 | 100 | 0.5 | 0 | -4 | 1 | . | -6 | 18 | -18 | -2 | 3
NC(=O)/C(N=Nc1ccccc1)=N/Nc1ccccc1 | 104 | -0.6 | 8 | 6 | 218 | 2 | 4 | 13 | -13 | . | 5
CCn1c(=O)c2ccccc2n2c(SCC(N)=O)nnc12 | 98 | 0.4 | -2 | -2 | 13 | . | -5 | 1 | -1 | 1 | 9
CCOc1cnc(-c2ccc(OC)cc2)o1 | . | -1.0 | 4 | -7 | 8 | 92* | 1 | 8 | -8 | 0 | -1
S=c1sc2c(N3CCN(Cc4ccccc4)CC3)ncnc2n1-c1ccccc1 | . | 0.4 | -15 | -11 | 70 | -1 | 2 | 6 | -6 | 0 | -9
COc1ccc2[nH]cc(/C=C/C(=O)c3ccccc3)c2c1 | 107 | -0.9 | -9 | -21 | 1 | ? | -1 | -27 | 27 | 6 | -7
COc1cc(C)c(Cl)cc1S(=O)(=O)n1ccnc1 | 83 | 1.0 | -4 | 36 | 36 | 3 | 6 | 9 | -9 | -1 | 1
C=CCOc1ccc(C2/C(=C(/O)c3ccc4c(c3)CC(C)O4)C(=O)C(=O)N2CCCN2CCOCC2)cc1 (stereo not drawn) | 100 | -0.2 | 8 | 39 | 4 | -4 | 0 | 13 | -13 | 1 | -14
C#Cc1ccc([C@@H]2C=C(C(=O)NC3CC3)O[C@H](OCc3ccc(CO)cc3)C2)cc1 | 98 | 0.9 | -7 | 1 | 0 | 10 | 11 | -14 | 14 | . | -11
COC(=O)Cn1c(=NC(=O)CSCC(=O)Nc2cc(C)on2)sc2cc(C(=O)OC)ccc21 | 100 | -0.4 | -1 | 4 | -4 | . | -6 | -42 | 42 | . | 0
CCN(C1CCCCC1)S(=O)(=O)c1ccc(S(=O)(=O)N(CC(=O)Nc2ccccc2)C2CC2)cc1 | 115 | -1.2 | -6 | 0 | 12 | -3 | 7 | -37 | 37 | -1 | 0
COc1ccc(C(=O)Nc2ccccc2C(=O)Nc2cccc(C)n2)cc1 | 107 | -0.3 | -7 | 8 | 3 | . | -2 | -62 | 62 | -2 | -16
Cc1ccc(OCC(=O)Nc2c(C)ccc3nsnc23)cc1 | 104 | 0.3 | 2 | 0 | 14 | 14 | -2 | 2 | -2 | -10 | -6
COCc1nnc(NS(=O)(=O)c2ccc([N+](=O)[O-])cc2)s1 | 105 | 0.0 | -7 | 7 | 41 | . | 6 | 5 | -5 | 9 | 9
N#Cc1ccc(-c2cccnc2)nc1SCc1ccc(Cl)c(Cl)c1 | 98 | 1.9 | -4 | -3 | . | 6 | 5 | -14 | 14 | 0 | 9
CC(C)c1cc(Br)ccc1OCCCN1C(=O)NC(C)(C)C1=O | 99 | 0.1 | 4 | -3 | -9 | . | -11 | -1 | 1 | 0 | -6
Cc1ccc(Cn2c3ccccc3c3cn[nH]c(=O)c32)cc1 | 101 | 1.4 | -2 | 2 | -6 | -6 | -8 | -50 | 50 | . | -3
CCOc1ccc2[nH]c3c(c2c1)CNCC3 | 111 | 1.2 | -3 | -5 | -6 | 2 | -1 | 8 | -8 | 7 | 0
